Screening results: PubChem, National Center for Advancing Translational Sciences (NCATS)
KDM5B inh = blocks human KDM5B histone demethylase activity. Q9UGL1. 2.6% of 220,000 active. KDM5B demethylase, FDH-coupled NADH fluorescence (FDH is formaldehyde dehydrogenase). Potency, µM (top dose mostly 57.7 µM), without a hit: at the highest dose activity change, negative = inhibition, most hits filed as inhibitors; active = well fitted inhibition curve with a large enough effect; inconclusive = small, poorly fitted or top-dose-only effect; inactive = no such curve, though single readings can be large or run the other way; note: 0% is about no effect; nearly all actives have a fitted effect of over 70% in size
Target sequence (Q9UGL1 whole entry, looked up): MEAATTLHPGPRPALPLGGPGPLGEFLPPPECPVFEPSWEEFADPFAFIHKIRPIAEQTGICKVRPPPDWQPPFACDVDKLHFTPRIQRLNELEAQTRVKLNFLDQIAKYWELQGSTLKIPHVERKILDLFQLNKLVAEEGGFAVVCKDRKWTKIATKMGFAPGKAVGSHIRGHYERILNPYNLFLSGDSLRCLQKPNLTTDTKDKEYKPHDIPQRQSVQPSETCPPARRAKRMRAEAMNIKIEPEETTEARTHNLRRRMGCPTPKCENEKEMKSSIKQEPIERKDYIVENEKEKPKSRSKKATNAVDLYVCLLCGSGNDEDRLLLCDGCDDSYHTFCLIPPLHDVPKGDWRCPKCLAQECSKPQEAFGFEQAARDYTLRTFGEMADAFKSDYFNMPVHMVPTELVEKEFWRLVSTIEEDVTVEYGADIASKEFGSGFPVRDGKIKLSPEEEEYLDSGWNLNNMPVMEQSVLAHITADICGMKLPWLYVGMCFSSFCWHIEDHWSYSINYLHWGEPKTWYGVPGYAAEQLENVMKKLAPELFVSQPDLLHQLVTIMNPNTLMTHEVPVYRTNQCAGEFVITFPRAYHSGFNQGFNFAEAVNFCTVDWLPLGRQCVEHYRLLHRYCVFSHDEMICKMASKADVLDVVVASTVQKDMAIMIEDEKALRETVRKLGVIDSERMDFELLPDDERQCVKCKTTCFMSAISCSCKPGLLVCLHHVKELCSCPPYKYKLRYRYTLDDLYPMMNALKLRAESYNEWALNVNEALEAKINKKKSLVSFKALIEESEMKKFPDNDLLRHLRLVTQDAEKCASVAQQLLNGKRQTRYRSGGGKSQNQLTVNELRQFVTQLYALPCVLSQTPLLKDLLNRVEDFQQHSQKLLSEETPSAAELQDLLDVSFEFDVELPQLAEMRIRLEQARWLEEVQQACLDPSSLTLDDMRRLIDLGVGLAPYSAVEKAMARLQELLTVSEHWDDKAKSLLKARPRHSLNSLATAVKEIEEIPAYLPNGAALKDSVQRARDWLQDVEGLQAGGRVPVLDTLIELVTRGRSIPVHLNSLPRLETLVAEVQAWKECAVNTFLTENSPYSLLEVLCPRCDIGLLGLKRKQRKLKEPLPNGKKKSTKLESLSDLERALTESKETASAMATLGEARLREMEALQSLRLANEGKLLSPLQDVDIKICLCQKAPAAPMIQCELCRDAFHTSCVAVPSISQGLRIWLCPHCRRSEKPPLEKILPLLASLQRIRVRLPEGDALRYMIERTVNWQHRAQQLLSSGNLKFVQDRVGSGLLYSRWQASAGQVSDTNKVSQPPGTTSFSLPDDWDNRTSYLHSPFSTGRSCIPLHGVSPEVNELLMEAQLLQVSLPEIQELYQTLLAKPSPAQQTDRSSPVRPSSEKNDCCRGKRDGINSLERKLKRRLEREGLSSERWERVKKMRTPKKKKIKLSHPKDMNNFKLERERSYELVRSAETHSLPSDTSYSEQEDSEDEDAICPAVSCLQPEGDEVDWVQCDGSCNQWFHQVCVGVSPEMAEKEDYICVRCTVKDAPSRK
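Inhibition is measured as reduced NADH fluorescence generation from FDH coupling to formaldehyde release. Truncated KDM5BΔAP at 200 nM final acts on H3K4me3 peptide (12.5 µM in substrate mix) in pH 7.5 HEPES buffer with Tween-20, 30 min, room temperature.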
* = called active by the depositor; i = inactive; ? = inconclusive; [ ] = another dose, or the depositor's remark. Potency is the fitted concentration of half-maximal effect.

KDM5B inh,SMILES
-15%,CCc1ccc(-c2noc(CN3CCCC3c3cc(OC)ccc3OC)n2)cc1 (stereo unspecified)
3%,Cc1cc(NC(=O)c2cc(C(C)(C)C)oc2C)no1
9%,CCCCc1ccc(NC(=O)C23CC4CC(CC(C4)C2)C3)cc1
18%,COC(=O)c1ccc(COc2ccccc2/C=N/O)o1
i,COc1ccc(-c2nc(N3CCOCC3)cc3c2CN(Cc2ccccc2)C3=O)cc1
?,CC(C)Oc1ccc2c(-c3ccccc3)cc(=O)oc2c1
-6%,COCCOC1CCN(C(=O)Cc2c(C)noc2C)CC1
10%,CSC(C)C(=O)N1CCC2(CCC(=O)N(CCc3ccccc3)C2)CC1 (stereo unspecified)
-12%,CCN(CC)c1ncccc1CNC(=O)COC
?,Cc1ccc2nc(-c3ccc(C)s3)cc(C(=O)NCc3ccccn3)c2c1
-2%,CCC(=O)Nc1ccc2nc3c(=O)n(C)c(=O)n(C)c3nc2c1
0%,CCC(C(=O)Nc1ccc2c(c1)OCCO2)n1nc(-c2cc(C)ccc2C)ccc1=O (stereo unspecified)

A section taken from the entries so far:
KDM5B inh,SMILES
10%,CSC(C)C(=O)N1CCC2(CCC(=O)N(CCc3ccccc3)C2)CC1 (stereo unspecified)
-12%,CCN(CC)c1ncccc1CNC(=O)COC
?,Cc1ccc2nc(-c3ccc(C)s3)cc(C(=O)NCc3ccccn3)c2c1
-2%,CCC(=O)Nc1ccc2nc3c(=O)n(C)c(=O)n(C)c3nc2c1
0%,CCC(C(=O)Nc1ccc2c(c1)OCCO2)n1nc(-c2cc(C)ccc2C)ccc1=O (stereo unspecified)

Following part
KDM5B inh,SMILES
13%,CCOC(=O)N1CCN(C(=O)CN(c2cc(Cl)cc(Cl)c2)S(C)(=O)=O)CC1
19%,Cc1ccsc1C(=O)N1CCCN(C)c2ccccc21
29%,COc1ccc(-n2c(CN)n[nH]c2=O)cc1OC
?,COc1cccc(CC(=O)NCCn2ccn3nc(-c4cccc(OC)c4)cc3c2=O)c1
-17%,CCOc1ccc2c(n1)CCN(C(=O)c1ccccc1OC)C2
13%[86.2 µM],COc1ccc(C(=O)N2CCN3C(=O)N(C4CCOCC4)C[C@H]3C2)cc1
-14%,c1ccc(CN2CCN(c3ncnc4c3cnn4-c3ccccc3)CC2)cc1
-2%,O=C(c1ccccc1F)N1CCCC2(CN[S+](=O)([O-])c3ccccc3N2)C1 (stereo unspecified)
-12%,O=C(NCCc1ccncc1)c1ccc2c(c1)N(S(=O)(=O)c1ccccc1F)CC2
?,COc1cc(-c2ccc(C)s2)cc2c1OCCNC2
?,CCn1cc2c(n1)-c1c(oc(C(=O)Nc3cccc(C)c3C)c1C)CC2
?,CCOc1ccc(-n2nc3cc(C)c(NC(=O)c4cc(OCC)c(OCC)c(OCC)c4)cc3n2)cc1
-19%,C=CCN(C)C(=O)C[C@@H]1c2nc(NC(=O)c3c(F)cccc3F)sc2C[C@@H]2[C@](C)(CO)[C@H](O)CC[C@]21C
-7%,O=S(=O)(c1cccc2ccccc12)N1CCN(c2ccc(Cl)c(Cl)c2)CC1
1%,O=C(Nc1ccccc1F)c1cc(CN2CCOCC2)on1
-24%,Cc1ccc(CN(Cc2cccn2-c2nnc(N3CCCC3=O)s2)C(=O)Nc2ccccc2Cl)cc1
0%,Cc1ccc2c(C)c(CCC(=O)Nc3ccc(C)c(F)c3)c(=O)oc2c1
?,CC(=O)c1c(C)[nH]c(-c2csc(-c3cccc(F)c3)n2)c1C
-14%[86.2 µM],CN1C[C@@H](NC(=O)NC2CCCCC2)C[C@H]1c1nc(-c2cnccn2)no1
15%,O=C(c1ccc(CC2CCN(C(=O)c3ccccn3)CC2)cc1)N1CCOCC1
36%[activator],COc1ccc(C(=O)NC(=O)CSc2ccccc2Cl)cc1
-18%[115 µM],O=C(O)CCC(=O)N1CCC2(Cc3ccccc3N(C(=O)c3ccc(Cl)cc3)C2)C1 (stereo unspecified)
-22%,CC(=O)c1ccc(N2CCN(C(=O)C(=O)c3cn(CC(=O)N4CCCCCC4)c4ccccc34)CC2)cc1
-10%[86.2 µM],CC(C)C[C@@H]1N[C@H](C(=O)NCc2cccnc2)Cc2c[nH]c3cccc1c23

Ordered by count of non-hydrogen atoms (largest number first): part of the list above
KDM5B inh,SMILES
-22%,CC(=O)c1ccc(N2CCN(C(=O)C(=O)c3cn(CC(=O)N4CCCCCC4)c4ccccc34)CC2)cc1
-19%,C=CCN(C)C(=O)C[C@@H]1c2nc(NC(=O)c3c(F)cccc3F)sc2C[C@@H]2[C@](C)(CO)[C@H](O)CC[C@]21C
15%,O=C(c1ccc(CC2CCN(C(=O)c3ccccn3)CC2)cc1)N1CCOCC1
0%,Cc1ccc2c(C)c(CCC(=O)Nc3ccc(C)c(F)c3)c(=O)oc2c1
1%,O=C(Nc1ccccc1F)c1cc(CN2CCOCC2)on1

(list continues)
KDM5B inh,SMILES
-5%,O=C(CCNS(=O)(=O)c1ccccc1)N1CCC(Cc2ccccc2)CC1
-3%,CCn1cc(CN2CCC(n3nccc3NC(=O)c3ccccc3C)CC2)cn1
-10%,Cc1cccc(NC(=O)c2cnc3sc(N4CCCC4)nn3c2=O)c1C
?,Cc1nc(CN2Cc3nc(OCc4ccc(F)cc4)ccc3OCC2=O)cs1
6%[86.2 µM],COc1cccc(C(=O)NC[C@@H]2CC[C@H]3C[C@@H]2C3(C)C)c1
5%,CCC(C)NC(=O)c1cccc(CNC(=O)C2CCCC2)c1 (stereo unspecified)
2%,Cc1ccc(C(=O)Nc2cnc3ccccc3c2)cc1[N+](=O)[O-]
-9%,CN1C[C@H](O)C[C@H]1c1nnc2n1CCN(C(=O)Cc1ccccc1)CC2
9%,O=C(c1ccccc1)N(Cc1ccc2cc[nH]c2c1)C1CC1
-34%,CCc1ccccc1NC(=O)CN1C(=O)c2ccccc2Sc2ncccc21
6%,CN(CC(=O)N1CCN(Cc2ccccc2)CC1)S(=O)(=O)c1ccc(Cl)cc1
-15%,Cc1ccc(Cl)cc1NC(=O)Nc1cccc(OCc2cc(=O)n3ccccc3n2)c1
24%,O=C1CC(c2cccs2)Cc2nc(NC(=O)C3CC3)ncc21 (stereo unspecified)
?,COCCNC(=O)C(C)[C@@H]1CC[C@@]2(C)CC[C@H](NC(=O)c3cccc(F)c3)[C@@H](C)[C@@H]2[C@H]1O (stereo partly specified)
-28%,Cc1cc(C)nc(-n2nc(C)c3c2N(C)C(=O)CC3c2ccc(Cl)cc2)n1 (stereo unspecified)
-3%,CCCc1c(C)nc2ncnn2c1Nc1ccc(C)cc1
?,COc1ccc2[nH]c3c(c2c1)CCNC31CCN(C(=O)COc2ccc(F)cc2)CC1
?,COc1cccc2c1OCC(CNC(=O)c1ccccc1N1CCCC1)C2 (stereo unspecified)
14%,Cc1nc(-c2cccc(N3CC(C(=O)NCc4ccccc4C)CC3=O)c2)no1 (stereo unspecified)
3%,CC(C)NC(NC(=O)c1ccccc1)C(Cl)(Cl)Cl (stereo unspecified)
5%,N#Cc1ccc(CN2CCC(c3ccnn3CCO)CC2)cc1
10%,Cc1ccc(-c2cc(C(=O)Oc3ccc(Br)cc3)no2)cc1
?,Cc1oc(-c2ccc(Cl)cc2)nc1CS(=O)CC(=O)N1CCN(c2cccc(C(F)(F)F)c2)CC1 (stereo unspecified)
13%,CCN(C(=O)Cn1nc(Cc2ccncc2)c2ccccc2c1=O)c1cccc(Cl)c1
-22%[11.5 µM],CCn1cc(C(=O)N2CCN(c3cc(C)ccc3C)CC2)c(=O)c2cc(S(=O)(=O)N3CCCCC3)ccc21
-3%,CSc1ccc(C(C)=O)cc1
?,Cc1cc(-c2nn(-c3ccccc3F)cc2CN2CCCC(C#N)C2)c(C)s1 (stereo unspecified)
?,Cc1ccc(NC(=S)N2CCN(c3nccc(C(F)(F)F)n3)CC2)c(C)c1
?,Cc1ccc(/C=C/c2onc(C)c2S(=O)(=O)N2CCC(C(=O)N3CC(C)Oc4ccccc43)CC2)cc1 (stereo unspecified)
?,COc1ncccc1CNC[C@H]1Cn2cc(-c3ccc4c(c3)OCCCO4)nc2CO1
-2%,O=C(Cn1nc(-c2cccs2)c2ccccc2c1=O)NC1CCCC1
?,CCn1cc2nc(SCC(=O)Nc3cc(OC)cc(OC)c3)n(Cc3ccc(Cl)cc3)c(=O)c2n1
-15%,COc1ccc(NC(=O)CC2C(=O)N(c3cccc(OC)c3)C(=O)N2CCC2=CCCCC2)cc1 (stereo unspecified)
-29%,CCOC(=O)C1CCC(CN(Cc2ccccc2)S(=O)(=O)c2ccc(Cl)cc2)CC1 (stereo unspecified)
?,O=C(c1cccc2[nH]ccc12)N1CCCC(n2cc(-c3nc(C4CC4)no3)nn2)C1 (stereo unspecified)
11%,CN(C(=O)c1ccc(Br)cc1)C1CCCCC1
7%,CSc1nn(Cc2ccccc2C)c(NC(C)=O)c1S(=O)(=O)c1ccc(C)cc1
-46%,COc1ccc(NC(=O)CC2Oc3ccc(C)cc3NC2=O)cc1Cl (stereo unspecified)
-12%,Cc1ccc(NC(=O)Cn2c(C)cc3nc4n(c(=O)c32)CCCC4)cc1Cl
?,Cc1ccc2nc(CO[C@H]3CN(Cc4ccccn4)C[C@H]3F)[nH]c2c1
9%,CCCc1nnc(SCc2cc(=O)c3c(C)cc(C)cc3[nH]2)n1C
15%,COC(=O)C(C)Oc1ccc2c(=O)c(-c3ccccc3)c(C(F)(F)F)oc2c1 (stereo unspecified)
11%,CCC1CCCCN1C(=O)CCc1ccsc1 (stereo unspecified)
-3%,CC1CC(C)CN(C(=O)CCNC(=O)c2ccccc2Cl)C1 (stereo unspecified)
27%,CCCN(CC1CCOC1)C(=O)Nc1ccc(C)cc1 (stereo unspecified)
1%[86.2 µM],CCN1CCN(C(=O)c2ccc3nccn3c2)CC1
-3%[115 µM],COc1ccc(-n2nc3n(c2=O)CCN(Cc2ccc(NC(C)=O)cc2)C3)cc1
-11%,CCC(C)(C)C1CCc2c(sc(NC(=O)CCl)c2C#N)C1 (stereo unspecified)
-18%,Cc1[nH]c2ccccc2c1C1N=C(N)Nc2nc3ccccc3n21 (stereo unspecified)
?,C(=C1CC(=Cn2c3ccccc3c3ccccc32)C1)n1c2ccccc2c2ccccc21
-27%,CC(C)CN1CCN(C(=O)c2ccc3c(c2)C(O)CCCCCN3C)CC1 (stereo unspecified)
-24%,Cc1ccc(CNC(=O)N2CCC(N3C(=O)C4(CCCCC4)C3c3ccncc3)CC2)cc1 (stereo unspecified)
-14%,CC(C)(Cc1ccc(F)cc1)NC(=O)C1CCC(=O)N(Cc2ccccn2)C1 (stereo unspecified)
17%,CCOC(=O)CNC(=O)CC(c1cc(OC)c(OC)c(OC)c1)N1Cc2ccccc2C1=O (stereo unspecified)
?,COc1ccc(-c2nc3sc(CCNC(=O)C(=O)Nc4cccc(NC(C)=O)c4)c(C)n3n2)cc1
28%,Cc1cc(C)cc(NC(=O)CCCc2nc3ccccc3o2)c1
14%,Cc1ccnc(NS(=O)(=O)c2ccc(NC(=O)CCOc3ccccc3)cc2)n1
?,CC(=O)Nc1ccc(C(=O)N2CCC3(CC2)N=C(c2cccc(Br)c2)NO3)cc1
-70%,Clc1ccc(Nc2c(-c3cccs3)nc3ccc(Cl)cn23)cc1
2%,COc1ccccc1-c1noc(-c2ccc(NCc3ccccc3)c([N+](=O)[O-])c2)n1

Carrying on.
KDM5B inh,SMILES
?,COCC(=O)NC[C@H]1CCN(Cc2ccccn2)C[C@H]1N(C)C
24%,Cc1ccc(C(=O)NCCC(=O)N2CCCC2)cc1
-11%,CCOC(=O)c1ccc(NC(=O)Cn2nnc(-c3ccc(C(F)(F)F)cc3)n2)cc1
-11%,Cc1cc(C(=O)N(C)CC2(C)CCOCC2)nn1C
?,COc1ccc(-n2cc(C(=O)NCCc3ccc(C)cc3)c3ccccc3c2=O)cc1
-13%,CCc1ccc(NC(=O)Cn2c(N3CCOCC3)nc(COC)cc2=O)cc1
-12%,O=c1[nH]c(-[n+]2ccccc2)c(/C=N/N=C(\[O-])c2ccccc2)s1
?,CCOc1ccccc1N1CCN(C(=O)c2cc(S(=O)(=O)N3CCCCC3)ccc2C)CC1
2%,O=C1NCCOCCCN(S(=O)(=O)c2ccc3c(c2)CCC3)[C@H]2CCC[C@@H]12
7%,CC(C)Cn1cc(/C=C2\SC(=O)N(C(C)C)C2=O)c2ccccc21
-4%,O=C1CC(O)=C(Br)O1
-17%,COc1ccccc1Nc1nc(N)nc(CN2CCN(c3cnccn3)CC2)n1
11%,O=C(O)C1CCN(C(=O)Cn2ccc3ccc(Br)cc32)CC1
-15%,COc1cc(OC)c(NC(=O)Cn2c(C)cc3nc4n(c(=O)c32)CCCCC4)cc1Cl
8%,CC(O)(C#CCN1CCCCC1)C1CC2C=CC1C2 (stereo unspecified)
8%,CNc1c(NS(=O)(=O)c2ccc(C(C)(C)C)cc2)c(=O)oc2ccccc12
-17%[86.2 µM],CN(CCc1ccccn1)[C@H]1[C@@H]2OC[C@@H](O2)[C@@H](NCc2ccccn2)[C@@H]1O
-33%,Cc1nccn1CCN(C)C(C(=O)O)c1ccc(C(C)(C)C)cc1 (stereo unspecified)
-24%,COc1ccc(/C=N/NC(=O)c2cc(-c3ccccc3)nc3ccccc23)cc1O
11%,CC(C)CCCNC(=O)c1cn(C)c2ccccc12
-8%,COc1cc(/C=C/c2ccc3cccc([N+](=O)[O-])c3n2)ccc1O
?,Cc1ccc(-n2c(SCC(=O)Nc3cccc(Cl)c3)nc3n[nH]c(C)c3c2=N)cc1

Some of the entries so far, tab-delimited:
compound	KDM5B inh
CN(CCc1ccccn1)[C@H]1[C@@H]2OC[C@@H](O2)[C@@H](NCc2ccccn2)[C@@H]1O	-17%[86.2 µM]
Cc1nccn1CCN(C)C(C(=O)O)c1ccc(C(C)(C)C)cc1 (stereo unspecified)	-33%
COc1ccc(/C=N/NC(=O)c2cc(-c3ccccc3)nc3ccccc23)cc1O	-24%
CC(C)CCCNC(=O)c1cn(C)c2ccccc12	11%

The list is partial; count on the stated rates, not on these rows.
